NOD1 NF-kB reporter = NOD1 signaling inhibitors, primary screen, cell-based, luminescence, uHTS (AID 1578); NOD1-driven NF-kB luciferase reporter cells, luminescence; higher % means a stronger effect; inhibition, % at 4 µM; hits with a dose series show EC50 in µM; hit rate 1% among 290,000; in the data active = inhibition mostly above about 36%, no sharp cut-off; inactive = mostly below about 34%;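 note: HEK-293T reporter cells stimulated with the NOD1 agonist gamma-tri-DAP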
T cell HTS = modulators of CD8 T cell-vesicle binding, primary screen, mouse 2C CD8+ T cells, flow cytometry; hit rate 0.068% among 330,000; 2C CD8+ T cell-vesicle binding; active compounds read low; AID 2052, 2009; calls only at 7 µM;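 active = response, share of CD8 T cells binding vesicles, and their 90th percentile fluorescence all below set limits, cut at about 80% in these data, passing the limit was not always enough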
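Assay system – 2C mouse CD8+ T cells · Also added – QL9-loaded Drosophila micro-vesicles · Timing – Cell–vesicle co-incubation 1.5 h at 37 °C, staining 20 min on ice · Signal – flow cytometry of vesicle-bound cells · Measure – percent CD8+ FL2 mean versus row control · Controls – Peptide-free naked vesicles (low) and QL9 vesicles with 0.7% DMSO vehicle (high)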
Myeloid diff MLP = induction of myeloid progenitor differentiation, primary screen, cell-based, flow cytometry, MLPCN library; calls only at 10 µM; AID 624256, 2012; ER-HoxA9 myeloid progenitors, lysozyme-GFP differentiation; hit rate 1% among 360,000;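 active = normalized GFP-positive differentiation at or above the plate's own cutoff, the solvent-only control mean plus 3 SD; inconclusive = no clear call, values can overlap the other calls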;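 note: cells exposed to compound for four days before flow analysis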
GPR55 antagonists = GPR55 antagonists blocking LPI-driven arrestin recruitment, primary screen, imaging, U2OS, beta-arrestin-GFP, LPI agonist (AID 2013); G-protein coupled receptor 55 (Homo sapiens); hit rate 0.13% among 290,000; one-dose inhibition, % at 10 µM; IC50 in µM for titrated hits; U2OS GPR55 beta-arrestin-GFP translocation imaging, LPI antagonism; higher % means a stronger effect;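 active = spots per cell inhibited over 60%, with over 100 cells counted and total cytoplasm intensity under 500,000; inconclusive = wells with under 100 cells, flagged as likely toxic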;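 note: U2OS cells stably carrying GPR55 and arrestin-GFP stimulated by 5 µM LPI near EC80; imaged beta-arrestin-GFP aggregate spots per cell after agonist stimulation; plate controls were LPI-stimulated DMSO wells for no effect and DMSO wells without LPI for full effect; some results filed as inactive read as strong as hits; confirmed hits need IC50 under 10 µM and bright autofluorescent wells are also inconclusive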
NTR1 ag = agonists of NTR1, primary screen, imaging, U2OS cells, beta-arrestin-GFP, high content (AID 493036); hit rate 0.17% among 330,000; NTR1-U2OS beta-arrestin-GFP spot imaging, agonist mode; activation, % at 20 µM;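 active = activation at or above 40% of the spot to cytoplasm intensity ratio, with at least 20 cells analyzed; inconclusive = wells under 20 cells, flagged as cytotoxic or low count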;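 note: 0% = DMSO without peptide and 100% = 100 nM NTR1 peptide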
Target sequence (P30989 whole entry, looked up): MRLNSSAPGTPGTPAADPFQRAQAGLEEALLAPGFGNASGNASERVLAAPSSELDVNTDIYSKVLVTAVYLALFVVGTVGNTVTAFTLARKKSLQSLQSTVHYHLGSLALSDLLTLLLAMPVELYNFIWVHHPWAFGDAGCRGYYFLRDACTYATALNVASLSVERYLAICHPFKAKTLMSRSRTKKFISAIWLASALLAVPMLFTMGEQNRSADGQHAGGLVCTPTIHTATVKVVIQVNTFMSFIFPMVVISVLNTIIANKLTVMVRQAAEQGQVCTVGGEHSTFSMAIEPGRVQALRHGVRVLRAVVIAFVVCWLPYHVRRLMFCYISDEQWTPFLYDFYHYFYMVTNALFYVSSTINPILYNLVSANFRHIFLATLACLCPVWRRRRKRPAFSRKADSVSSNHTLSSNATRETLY
KOR beta-arrestin-1 = KOR agonists, beta-arrestin recruitment, primary screen, cell-based, luminescence, uHTS (AID 1777). KOR beta-arrestin recruitment, luminescence; higher % means a stronger effect. activation, % at 10 µM; hits with a dose series show EC50 in µM. hit rate 0.02% among 280,000; in the data active = activation above about 50%, passing the limit was not always enough; note: a part of the inactive calls stands beside numbers as strong as those of hits
KOR beta-arrestin-2 = KOR antagonists, beta-arrestin recruitment, cell-based, luminescence, uHTS (AID 1778); Kappa-type opioid receptor (Homo sapiens); KOR beta-arrestin recruitment, luminescence, antagonist mode; higher % means a stronger effect; inhibition, % at 10 µM, or IC50 in µM where a hit was titrated; hit rate 0.091% among 290,000; note: strong numbers were not always called active
GPR55 activation = GPR55 agonists via beta-arrestin recruitment, primary screen, imaging, U2OS cells, beta-arrestin-GFP redistribution (AID 1961) | G-protein coupled receptor 55 (Homo sapiens) | U2OS GPR55 beta-arrestin-GFP redistribution imaging; higher % means a stronger effect | activation, % at 10 µM; hits with a dose series show EC50 in µM | hit rate 0.048% among 290,000;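 active = activation above 40% with more than 50 cells counted in the well; inconclusive = wells holding fewer than 50 cells, flagged as toxic or sparse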;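 note: U2OS osteosarcoma cells stably expressing GPR55 and beta-arrestin-GFP; plate controls were DMSO negative control for no effect and LPI positive control for full effect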
HEK293 NOD2/NF-kB = NOD2 signaling inhibitors, cell-based, luminescence, uHTS, HEK293 (AID 1566); HEK293 NOD2/NF-kB luciferase reporter, luminescence; higher % means a stronger effect; hit rate 0.63% among 290,000; inhibition, % at 4 µM; hits with a dose series show EC50 in µM; note: many of its hits are not listed in these tables
T cell HTS vesicle-bound % = second read-out of T cell HTS, no call of its own (marks repeat the call); double positive events, %; measured here: CD8+ vesicle-bound cell fraction;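 binding gate set so that unloaded-vesicle control wells show 10% double positive cells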
NTR1 ag cell count 20 µM = second read-out of NTR1 ag, no call of its own (marks repeat the call); cell count; measured here: cell count, cytotoxicity flag
Myeloid diff MLP GFP+ MAC1+ % = further read-out of Myeloid diff MLP, marked with its call; GFP+ MAC1+ double positive, %; measured here: differentiation confirmed by MAC1 staining
* marks the source's active call; other numbers are inactive results; [ ] = another dose, or the depositor's remark. Cut-off read from the data, not from the text of the source, unless noted: active = inhibition above about 50%; inactive = the rest.

What do the screens show for `O=C(c1cc2cc(Br)cc(Br)c2oc1=O)N1CCOCC1`?
NOD1 NF-kB reporter: -33%; T cell HTS: inactive; Myeloid diff MLP: inactive; GPR55 antagonists: 0%; NTR1 ag: 1.4; KOR beta-arrestin-1: -1.5%; KOR beta-arrestin-2: -15%[20 µM]; GPR55 activation: -0.2%; HEK293 NOD2/NF-kB: 3%; T cell HTS vesicle-bound %: 56; NTR1 ag cell count 20 µM: 75; Myeloid diff MLP GFP+ MAC1+ %: 0.7

Results for COc1ccc(/C(C)=N/NC(=O)C(NC(=O)c2ccccc2)c2n[nH]c(=O)c3ccccc23)c(OC)c1 (stereo unspecified) ?
NOD1 NF-kB reporter: 9%; T cell HTS: inactive; Myeloid diff MLP: inactive; GPR55 antagonists: -12%; NTR1 ag: 2.7; KOR beta-arrestin-1: 1.8%; KOR beta-arrestin-2: -15%; GPR55 activation: -0.2%; HEK293 NOD2/NF-kB: -9%; T cell HTS vesicle-bound %: 6; NTR1 ag cell count 20 µM: 47; Myeloid diff MLP GFP+ MAC1+ %: 0.4

What do the screens show for `COc1ccc(/C=C/C(=O)N2CCN(S(=O)(=O)c3ccccc3)CC2)cc1OC`?
NOD1 NF-kB reporter: -31%; T cell HTS: inactive; Myeloid diff MLP: inactive; GPR55 antagonists: 6%; NTR1 ag: 0.6; KOR beta-arrestin-1: -1.4%; KOR beta-arrestin-2: -23%; GPR55 activation: -0.1%; HEK293 NOD2/NF-kB: 24%; T cell HTS vesicle-bound %: 39; NTR1 ag cell count 20 µM: 44; Myeloid diff MLP GFP+ MAC1+ %: 0.5

How did O=S(=O)(Cc1ccccc1Cl)Nc1ccccn1 do in these assays?
NOD1 NF-kB reporter: -4%; T cell HTS: inactive; Myeloid diff MLP: inactive; GPR55 antagonists: 3%; NTR1 ag: 0.8; KOR beta-arrestin-1: -0.6%; KOR beta-arrestin-2: -1%; GPR55 activation: 0.5%; HEK293 NOD2/NF-kB: 8%; T cell HTS vesicle-bound %: 33; NTR1 ag cell count 20 µM: 49; Myeloid diff MLP GFP+ MAC1+ %: 0.8

How did C#CCSc1nc(-c2ccccc2)cc(C(F)(F)F)c1C#N do in these assays?
NOD1 NF-kB reporter: 6%; T cell HTS: inactive; Myeloid diff MLP: inactive; GPR55 antagonists: 20%; NTR1 ag: 0.4; KOR beta-arrestin-1: -0.2%; KOR beta-arrestin-2: 14%; GPR55 activation: 0.4%; HEK293 NOD2/NF-kB: -1%; T cell HTS vesicle-bound %: 35; NTR1 ag cell count 20 µM: 87; Myeloid diff MLP GFP+ MAC1+ %: 0.5

How did CCOC(=O)N1CCC(N(CCN(C)C)C(=S)Nc2ccc(F)c(Cl)c2)CC1 do in these assays?
NOD1 NF-kB reporter: 36%; T cell HTS: inactive; Myeloid diff MLP: inactive; GPR55 antagonists: 14%; NTR1 ag: 1.1; KOR beta-arrestin-1: -2.4%; KOR beta-arrestin-2: 10%; GPR55 activation: 0.1%; HEK293 NOD2/NF-kB: 14%; T cell HTS vesicle-bound %: 58; NTR1 ag cell count 20 µM: 73; Myeloid diff MLP GFP+ MAC1+ %: 0.2

Results for Cc1ccc2[nH]c(=O)c(-c3nc4ccccn4c3NCc3ccco3)cc2c1 ?
NOD1 NF-kB reporter: -12%; T cell HTS: inactive; Myeloid diff MLP: inactive; GPR55 antagonists: 1%; NTR1 ag: 0.0; KOR beta-arrestin-1: 0.7%; KOR beta-arrestin-2: -17%; GPR55 activation: 0.2%; HEK293 NOD2/NF-kB: -22%; T cell HTS vesicle-bound %: 26; NTR1 ag cell count 20 µM: 84; Myeloid diff MLP GFP+ MAC1+ %: 1.7

Results for COc1ccc(N2CCN(C(=O)CSc3nc4ccccc4c(=O)[nH]3)CC2)cc1 ?
NOD1 NF-kB reporter: -15%; T cell HTS: inactive; Myeloid diff MLP: inactive; GPR55 antagonists: 8%; NTR1 ag: -1.5; KOR beta-arrestin-1: -2.3%; KOR beta-arrestin-2: -3%; GPR55 activation: 0.6%; HEK293 NOD2/NF-kB: -5%; T cell HTS vesicle-bound %: 38; NTR1 ag cell count 20 µM: 61; Myeloid diff MLP GFP+ MAC1+ %: 0.3

Results for Cc1ccc(NC(=O)COC(=O)c2cccnc2)c(C)c1 ?
NOD1 NF-kB reporter: 2%; T cell HTS: inactive; Myeloid diff MLP: inactive; GPR55 antagonists: 1%; NTR1 ag: 0.5; KOR beta-arrestin-1: 0.0%; KOR beta-arrestin-2: -27%[20 µM]; GPR55 activation: 0.0%; HEK293 NOD2/NF-kB: -32%; T cell HTS vesicle-bound %: 38; NTR1 ag cell count 20 µM: 53; Myeloid diff MLP GFP+ MAC1+ %: 0.1

How did CC1(C)Cc2cccc(OCC(=O)NCc3ccccc3)c2O1 do in these assays?
NOD1 NF-kB reporter: -20%; T cell HTS: inactive; Myeloid diff MLP: inactive; GPR55 antagonists: 0%; NTR1 ag: -0.2; KOR beta-arrestin-1: -0.7%; KOR beta-arrestin-2: -15%; GPR55 activation: -0.1%; HEK293 NOD2/NF-kB: 22%; T cell HTS vesicle-bound %: 11; NTR1 ag cell count 20 µM: 65; Myeloid diff MLP GFP+ MAC1+ %: 1.6

How did CCc1c(O)c(/C(C)=N\O)c(=O)n(-c2ccccc2)c1-c1ccccc1 do in these assays?
NOD1 NF-kB reporter: -19%; T cell HTS: inactive; Myeloid diff MLP: inactive; GPR55 antagonists: 2%; NTR1 ag: 1.6; KOR beta-arrestin-1: -1.9%; GPR55 activation: -0.4%; HEK293 NOD2/NF-kB: -6%; T cell HTS vesicle-bound %: 67; NTR1 ag cell count 20 µM: 59; Myeloid diff MLP GFP+ MAC1+ %: 1.4

Results for C/C(CC(=O)NCc1ccco1)=N\NC(=O)c1ccc([N+](=O)[O-])cc1Cl ?
NOD1 NF-kB reporter: -11%; T cell HTS: inactive; Myeloid diff MLP: inactive; GPR55 antagonists: -2%; NTR1 ag: -1.3; KOR beta-arrestin-1: -5.2%; KOR beta-arrestin-2: 12%; GPR55 activation: -0.2%; HEK293 NOD2/NF-kB: 10%; T cell HTS vesicle-bound %: 18; NTR1 ag cell count 20 µM: 52; Myeloid diff MLP GFP+ MAC1+ %: 1.1

How did COc1ccc(-c2csc(NC(=O)C3CCN(C(=O)c4ccc(F)cc4)CC3)n2)cc1OC do in these assays?
NOD1 NF-kB reporter: 31%; T cell HTS: inactive; Myeloid diff MLP: inconclusive; GPR55 antagonists: 13%; NTR1 ag: 0.6; KOR beta-arrestin-1: 2.9%; KOR beta-arrestin-2: -21%; GPR55 activation: 0.2%; HEK293 NOD2/NF-kB: 41%; T cell HTS vesicle-bound %: 39; NTR1 ag cell count 20 µM: 69

How did CCCCn1c(=O)[nH]c2c(oc3ccccc32)c1=O do in these assays?
NOD1 NF-kB reporter: 13%; T cell HTS: inactive; Myeloid diff MLP: active; GPR55 antagonists: 18%; NTR1 ag: 4.1; KOR beta-arrestin-1: -2.0%; KOR beta-arrestin-2: -1%; GPR55 activation: -0.1%; HEK293 NOD2/NF-kB: -14%; T cell HTS vesicle-bound %: 28; NTR1 ag cell count 20 µM: 71; Myeloid diff MLP GFP+ MAC1+ %: 5.8*

How did CN(C)C(=O)N1CCC(C(=O)NCc2cccs2)CC1 do in these assays?
NOD1 NF-kB reporter: -32%; T cell HTS: inactive; Myeloid diff MLP: inactive; GPR55 antagonists: 6%; NTR1 ag: 1.7; KOR beta-arrestin-1: 2.9%; KOR beta-arrestin-2: 7%; GPR55 activation: -0.4%; HEK293 NOD2/NF-kB: -8%; T cell HTS vesicle-bound %: 18; NTR1 ag cell count 20 µM: 51; Myeloid diff MLP GFP+ MAC1+ %: 5.0

What do the screens show for `Cc1cc(C)cc(NC(=O)C(OC(=O)c2ccc([N+](=O)[O-])o2)c2ccccc2)c1` (stereo unspecified)?
NOD1 NF-kB reporter: -25%; T cell HTS: inactive; Myeloid diff MLP: inactive; GPR55 antagonists: 10%; NTR1 ag: 2.8; KOR beta-arrestin-1: 3.0%; KOR beta-arrestin-2: 11%; GPR55 activation: 0.6%; HEK293 NOD2/NF-kB: 8%; T cell HTS vesicle-bound %: 52; NTR1 ag cell count 20 µM: 62; Myeloid diff MLP GFP+ MAC1+ %: 0.3

Results for O=C(CN1CCSCC1)N/N=C/c1cccc(Cl)c1 ?
NOD1 NF-kB reporter: -26%; T cell HTS: inactive; Myeloid diff MLP: inactive; GPR55 antagonists: 3%; NTR1 ag: -0.8; KOR beta-arrestin-1: -4.1%; KOR beta-arrestin-2: 5%; GPR55 activation: 0.2%; HEK293 NOD2/NF-kB: 6%; T cell HTS vesicle-bound %: 25; NTR1 ag cell count 20 µM: 44; Myeloid diff MLP GFP+ MAC1+ %: 0.2

Results for CCN(CC)C(=O)CSc1nnc(-c2cnccn2)n1-c1ccccc1 ?
NOD1 NF-kB reporter: -16%; T cell HTS: inactive; Myeloid diff MLP: inactive; GPR55 antagonists: -6%; NTR1 ag: -2.0; KOR beta-arrestin-1: 5.5%; KOR beta-arrestin-2: 23%; GPR55 activation: -0.2%; HEK293 NOD2/NF-kB: 15%; T cell HTS vesicle-bound %: 14; NTR1 ag cell count 20 µM: 76; Myeloid diff MLP GFP+ MAC1+ %: 0.4

What do the screens show for `COc1ccccc1OCC(=O)N/N=C1\CCCCc2ccccc21`?
NOD1 NF-kB reporter: -2%; T cell HTS: inactive; Myeloid diff MLP: inactive; GPR55 antagonists: 2%; NTR1 ag: 0.3; KOR beta-arrestin-2: -5%; GPR55 activation: -0.2%; HEK293 NOD2/NF-kB: 18%; T cell HTS vesicle-bound %: 19; NTR1 ag cell count 20 µM: 40; Myeloid diff MLP GFP+ MAC1+ %: 0.3

Source: PubChem BioAssay

Some of the compounds tested (hit frequency here may not be typical).
